Tau fluor counter: Counterscreen qHTS for Inhibitors of Tau Fibril Formation, Fluorescence Polarization; tau K18 P301L Alexa594 fluorescence, heparin fibrillization; Potency, µM (series often up to 57.7 µM), inactives show at the highest dose activity change, negative = decrease; 0.93% of 280,000 active; note: % is set by controls: 0 for no effect and ±100 for the full control effect; nearly all actives have a fitted effect of over 55% in size
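Human K18 P301L tau (15 uM unlabeled plus 0.24 uM Alexa 594-labeled, final) in 100 mM sodium acetate pH 7 was mixed with compound and 20 uM heparin and incubated 6 hr at 37 C.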
Tau fibril ThT: qHTS for Inhibitors of Tau Fibril Formation, Thioflavin T Binding | Microtubule-associated protein tau (Homo sapiens), P10636 | recombinant tau K18 P301L (four-repeat tau fragment), heparin-induced fibrillization, ThT fluorescence | Potency, µM (top dose mostly 57.4 µM), inactives show top-dose activity, negative = inhibition, most hits filed as inhibitors | 2.1% of 270,000 active | AID 1460, 2008; note: % is set by controls: 0 for no effect and ±100 for the full control effect; nearly all actives have a fitted effect of over 55% in size
Target sequence (P10636 561-689 P618L limits assumed): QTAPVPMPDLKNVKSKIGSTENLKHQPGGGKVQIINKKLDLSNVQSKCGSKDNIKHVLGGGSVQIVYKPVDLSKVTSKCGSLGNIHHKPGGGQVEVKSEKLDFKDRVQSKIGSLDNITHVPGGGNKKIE
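Heparin-induced (20 uM) aggregation of recombinant human K18 P301L tau, 15 uM unlabeled with 0.24 uM labeled, pH 7 acetate buffer, 6 hr at 37 C with compound. Fibrils quantified by 30 uM ThT fluorescence after 1 hr ambient incubation.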
HTT cytoprotect: qHTS Multiplex Assay to Identify Dual Action Probes in a Cell Model of Huntington: Cytoprotection (ATP); Potency, µM (top dose mostly 56.4 µM), without a hit: cytoprotection (ATP increase), usual class: activators; PC12 HTT-Q103 induced, cytoprotection, ATP luminescence, 40 h; 0.14% of 230,000 active;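 note: % of control where 0% means no effect; nearly all actives have a fitted effect of over 45% in size; toxic huntingtin expression switched on by the ecdysone agonist tebufenozide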
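Rat PC12, Q103 Htt exon1-GFP fusion, ecdysone promoter; tebufenozide inducer 100 nM final; compound titration; qHTS, 1500 cells/well; ATPlite luminescent read.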
aGal spleen mod: qHTS Assay for Inhibitors and Activators of Human alpha-Galactosidase From Spleen Homogenate | 0.008% of 240,000 active | Potency, µM (doses to about 80 µM), for the others: at the top dose activity change, negative = inhibition, actives largely listed as inhibitors | AID 2107, 2009 | Alpha-galactosidase A (Homo sapiens), P06280 | human spleen homogenate, 4MU-alpha-Gal fluorescence, 40 min;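 note: 0% = enzyme with vehicle and -100% = no enzyme basal signal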
Target sequence (P06280 32-429 limits assumed): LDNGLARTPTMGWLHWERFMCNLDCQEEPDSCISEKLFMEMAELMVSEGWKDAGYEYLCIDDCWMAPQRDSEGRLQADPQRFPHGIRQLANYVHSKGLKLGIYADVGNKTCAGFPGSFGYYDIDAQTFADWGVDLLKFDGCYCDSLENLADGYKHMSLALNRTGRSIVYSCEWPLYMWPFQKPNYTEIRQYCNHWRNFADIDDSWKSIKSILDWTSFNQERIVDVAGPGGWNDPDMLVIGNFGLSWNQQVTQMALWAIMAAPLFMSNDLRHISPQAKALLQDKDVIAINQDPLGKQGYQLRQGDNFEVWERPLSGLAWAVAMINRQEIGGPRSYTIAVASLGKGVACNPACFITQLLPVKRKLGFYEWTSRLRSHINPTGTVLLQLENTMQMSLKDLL
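Inhibition or activation of alpha-galactosidase in human spleen homogenate is scored by 4-MU fluorescence after 40 min at 37C, pH 5.0, with 1 mM substrate. AC50s come from concentration-response fitted to the Hill equation.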
Tau FP inhib: qHTS for Inhibitors of Tau Fibril Formation, Fluorescence Polarization; K18 P301L tau heparin fibrillization, Alexa594 FP, 6 h; Microtubule-associated protein tau (Homo sapiens), P10636; AID 1468, 2008; Potency, µM (highest dose often 57.7 µM), for inactives: at the top dose activity, negative = inhibition, hits mostly inhibitors; 0.39% of 280,000 active; note: % is set by controls: 0 for no effect and ±100 for the full control effect; nearly all actives have a fitted effect of over 55% in size
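FP of Alexa 594-tau after heparin (20 uM) induction. Substrate: human K18 P301L, 15 uM unlabeled, 0.24 uM labeled. Buffer 100 mM sodium acetate pH 7. 6 hr, 37 C.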
GAA inhib: qHTS Assay for Inhibitors of Human alpha-Glucosidase as a Potential Chaperone Treatment of Pompe Disease; Lysosomal alpha-glucosidase (Homo sapiens), P10253; purified human GAA, 4-MU-alpha-glucoside fluorescence; Potency, µM (doses to about 76.9 µM), inactives show at the top dose activity change, negative = inhibition, actives largely listed as inhibitors; 0.005% of 200,000 active; AID 1466, 2008;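 note: plate controls were uninhibited enzyme wells for no effect and no-enzyme background for full effect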
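Human alpha-glucosidase, 4 nM, pre-mixed with test compounds before 400 uM 4-methylumbelliferyl substrate; 20 min room temperature at pH 5.0. Fluorescence read after pH 10 stop; AC50 values from Hill-equation fits.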
GAA spleen mod: qHTS Assay for Inhibitors and Activators of Human alpha-Glucosidase From Spleen Homogenate; Lysosomal alpha-glucosidase (Homo sapiens), P10253; human spleen homogenate, 4-MU-alpha-glucoside fluorescence; Potency, µM (highest dose often 79.9 µM), without a hit: at the highest dose activity change, negative = inhibition, most hits filed as inhibitors; 0.006% of 240,000 active; AID 2112, 2009;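 note: 0% = enzyme with vehicle and -100% = no enzyme basal signal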
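Enzyme source: human spleen homogenate, 1 ug/well. Buffer 50 mM citric acid/K phosphate pH 5.0, 0.01% Tween-20. 4-MU-alpha-glucoside 1 mM; 37 C x 40 min; NaOH/glycine stop; fluorescence.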
GAA glycogen mod: qHTS Assay for Inhibitors and Activators of Human alpha-Glucosidase Cleavage of Glycogen | Potency, µM (doses to about 76.4 µM), without a hit: top-dose activity change, negative = inhibition, hits mostly inhibitors | recombinant GAA, glycogen substrate, Amplex Red glucose oxidase fluorescence | Lysosomal alpha-glucosidase (Homo sapiens), P10253 | AID 2100, 2009 | 0.38% of 300,000 active;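 note: 0% = full enzyme reaction and -100% = no-enzyme basal signal; the screen sought inhibitors and activators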
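Recombinant human alpha-glucosidase (4 nM final) hydrolysed bovine liver glycogen (30 ug) for 40 min at 37 C in pH 5.0 citrate/phosphate with 0.01% Tween-20. Released glucose detected by glucose oxidase/Amplex Red, Ex 573/Em 610 nm. Compounds up to 77 uM; AC50 from Hill fits.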
Numbers without * were called inactive; ? = inconclusive; . = no result given; & = joins results of further samples; [ ] = another dose, or the depositor's remark. Calls come from the whole dose curve; as a rule, active = well fitted curve in the direction sought with a large enough effect; inconclusive = small, poorly fitted or top-dose-only effect, or another doubt; inactive = no such curve, though single readings can be large; an effect the other way counts as inactive or inconclusive. Potency is the fitted concentration of half-maximal effect.

Compound	Tau fluor counter	Tau fibril ThT	HTT cytoprotect	aGal spleen mod	Tau FP inhib	GAA inhib	GAA spleen mod	GAA glycogen mod
COC(=O)c1sc(-c2ccc(Cl)cc2)cc1NC(=O)c1ccccc1C(=O)O	-8%	.	5%[10 µM]	7%	-4%	.	-2%	0%
COc1ccccc1NS(=O)(=O)c1cc(NC(=O)c2ccncc2)ccc1N1CCOCC1	2%	5%	-13%[10 µM]	10%	3%	3%	-4%	-7%
Cc1cccc2c1-c1sc(C(=O)NCCc3ccc(Cl)cc3)cc1CO2	-22%	?	.	.	?	.	.	5%[76.3 µM]
CCc1nn(Cc2ccc(Cl)cc2)c(=O)c2cc3cc(C)ccc3n12	-5%	0%	.	.	1%	.	.	-2%[76.3 µM]
Cn1cnnc1SCC(=O)NNC(=O)COc1ccc(Cl)cc1	-8%	-7%	-14%	5%	-6%	-3%	2%	-4%
CCc1ccccc1NC(=O)c1sc2nc3c(cc2c1N)CN(Cc1ccccc1)CC3	-23%	-10%	.	.	2%	.	.	14%[76.3 µM]
O=C(c1cc(S(=O)(=O)N2CCOCC2)c(Cl)cc1Cl)N1CCCCC1CO (configuration not stated)	6%	7%	5%[10 µM]	-11%	7%	.	-4%	2%
Cc1ccc(SCC(=O)NCc2ccncc2)cc1	17%	4%	39%[10 µM]	-4%	6%	2%	-4%	11%
CC1CCCN(C(=O)Cn2cnc3c2c(=O)n(C)c(=O)n3C)C1 (configuration not stated)	-3%	-2%	-15%	-6%	5%	-1%	-2%	5%
CC(=O)c1cc2c(cc1NS(=O)(=O)c1ccc3c(c1)OCCO3)OCO2	-28%	-9%	-21%	22%	-9%	2%	-14%	-5%
CCn1c(=O)c2cc(C(=O)Nc3cccc(C(F)(F)F)c3)sc2c2ccccc21	-8%	-1%	.	.	?	.	.	14%[76.3 µM]
COc1ccc(NC(=O)Cn2ccn(Cc3ccccc3)c(=O)c2=O)cc1Cl	-4%	?	.	.	-5%	.	.	0%[76.3 µM]
NC(=O)C1CCN(CC(=O)NC(=O)NC2CCCC2)CC1	-3%	0%	-2%[10 µM]	-3%	12%	0%	7%	-17%
Cc1oc2c(c1C(=O)NCCCC(=O)O)CCCC2	-1%	-2%	-12%	1%	1%	4%	2%	2%
O=[N+]([O-])/C(C(Cl)=C(Cl)Cl)=C1\Nc2ccccc2O1	?	?	0%[10 µM]	9%	-12%	.	-2%	?

New compounds follow
Compound	Tau fluor counter	Tau fibril ThT	HTT cytoprotect	aGal spleen mod	Tau FP inhib	GAA inhib	GAA spleen mod	GAA glycogen mod
C/C(=N\NC(=S)NCc1ccccc1)c1ccc(Cl)s1	?	3%	-44%	1%	-9%	2%	7%	-13%
N=c1scc(-c2ccccc2)n1/N=C/c1ccco1	?	?	-15%[10 µM]	-13%	?	2%	-11%	?
CCNC(=S)NN(c1ccccc1)c1ccccc1	-9%	5%	2%	-11%	-11%	3%	-4%	-1%
Cc1ccc(C(=O)NNC(=O)CCN2C(=O)C3CCCCC3C2=O)cc1 (configuration not stated)	4%	-1%	-7%[10 µM]	3%	6%	-9%	4%	2%
O=C(Oc1cccc2cccnc12)c1ccco1	-2%	-7%	-12%[10 µM]	-4%	-2%	-1%	-6%	1%
O=C(NCc1cccnc1)C1c2ccccc2C(=O)N1C1CCCCCC1 (configuration not stated)	-3%	-6%	-4%	30%	4%	5%	-4%	7%
CNC(=O)CCc1ccc(OC)cc1	-8%	-4%	11%[10 µM]	-9%	-5%	.	-1%	-2%
CN1C(C)(C)CCCC1(C)C	-10%&-4%	-2%&1%	14%	-1%	1%&2%	.	7%	.
Cc1ccccc1-c1ccc(=O)n(CC(=O)Nc2ccc(S(=O)(=O)N(C)C)cc2)n1	-21%	-1%	.	-6%	-5%	?	0%	15%
Cc1cc(SCC#N)nc2ccccc12	12%	1%	-12%	1%	3%	6%	-4%	-8%
CCn1c(C(C#N)/C(=N\S(=O)(=O)c2cccs2)c2ccccc2)nc2ccccc21 (configuration not stated)	-1%	-5%	6%[10 µM]	-5%	-2%	-2%	-3%	-3%
Cn1nc(C(F)(F)F)c(C(=O)Nc2ccc(F)cc2)c1Cl	-1%	-6%	-7%	-6%	0%	-7%	-1%	5%
CN(C)S(=O)(=O)c1cc(C(=O)NCC2CCCO2)c(Cl)cc1Cl (configuration not stated)	-14%	-16%	38%[10 µM]	0%	-5%	2%	-1%	4%
CN(CC(=O)NCc1cccnc1)S(=O)(=O)c1ccc2c(c1)c(=O)n(C)c(=O)n2C	-3%	-12%	-8%	12%	6%	-8%	5%	4%
COc1ccc(CNC(=O)C2CCC(CNc3nc(=S)[nH]c4ccccc34)CC2)cc1 (configuration not stated)	-6%	0%	-34%[inhibitor]	-5%	-2%	11%	-5%	-6%

Next part:
Compound	Tau fluor counter	Tau fibril ThT	HTT cytoprotect	aGal spleen mod	Tau FP inhib	GAA inhib	GAA spleen mod	GAA glycogen mod
CCCNc1nc(NCC)nc(OC)n1	-6%	-7%	2%	1%	-1%	5%	-10%	1%
O=C1c2c(O)cccc2Cc2cccc(O)c21	?	?	18%	2%&-2%	-8%	.	0%&-6%	.
CN(c1ccccc1)S(=O)(=O)c1cccc(NC(=O)CC(C)(C)C)c1	-23%	-4%	8%[10 µM]	-12%	1%	-10%	3%	-6%
O=C(COC(=O)c1c(Cl)cccc1Cl)Nc1ccccc1Br	-6%	-5%	24%[1.9 µM]	4%	10%	0%	2%	-4%
CCc1nccn1S(=O)(=O)c1ccc(Br)cc1Br	3%	0%	-11%	1%	1%	-7%	3%	-4%
CCN(CC)CCn1c(NCc2ccc(OC)cc2)nc2ccccc21	-1%	-3%	-14%[0.074 µM]	-5%	5%	-4%	-7%	3%
CCOc1ccccc1Nc1nc2ccccc2[nH]1	-19%	-7%	-20%	0%	10%	2%	-12%	-2%
CCOC(=O)C1=C(C)OC(N)=C(C#N)C1c1ccc(OC)c(CSc2ccccn2)c1 (configuration not stated)	-28%	?	14%[1.9 µM]	6%	0%	-4%	0%	-10%
Cc1ccc(NCCC(=O)c2ccccc2)cc1Cl	-22%	-19%	-7%	6%	?	4%	1%	5%
Cc1ccc(S(=O)(=O)N2CCCC(C(=O)NCCCN3CCCCC3C)C2)cc1 (configuration not stated)	2%	3%	-42%	-5%	0%	1%	0%	3%
COc1ccc([N+](=O)[O-])cc1NC(=O)Nc1ccc(OC)c(OC)c1	8%	?	-9%	-3%	4%	4%	-1%	-3%
O=C1N/C(=C\c2ccccc2)c2ccccc21	5%	-2%	-4%[1.9 µM]	-9%	5%	-6%	-3%	2%
Cn1ccnc1C(=O)c1ccc(NN)c([N+](=O)[O-])c1	?	22µM*	.	3%	-2%	-7%	14%	?
Brc1ccc(-c2nnc3c4ccccc4nc(N4CCOCC4)n23)cc1	-5%	-7%	-17%	8%	-2%	-7%	1%	7%
COCC(=O)Nc1cc(OC)cc(OC)c1	-7%	-3%	7%	-1%	1%	-10%	-2%	4%

Carrying on:
Compound	Tau fluor counter	Tau fibril ThT	HTT cytoprotect	aGal spleen mod	Tau FP inhib	GAA inhib	GAA spleen mod	GAA glycogen mod
CCOC(=O)CCN1C(=O)[C@H]2[C@@H]3[C@H](O)[C@H](O)CC(=O)[C@H]3CC[C@H]2C1=O	1%&-3%[11.6 µM]	1%&-2%[11.5 µM]	-61%&-13%[inhibitor][10 µM]	-10%&5%[17.5 µM]	-2%&-3%[11.6 µM]	.	-11%&2%[17.4 µM]	.
CCNC(=S)N/N=C/c1cc(Br)cc(Br)c1OC	-9%	0%	28%	1%	3%	-3%	-4%	-2%
O=C(CSc1ccc(-c2ccccn2)nn1)Nc1ccc(F)c(F)c1	-25%	-17%	.	.	-15%	.	.	0%&12%[76.3 µM]
Cc1cc(-c2ccccc2)nc(N2CCC(C(=O)NC(C)C)CC2)n1	0%	-5%	-19%[10 µM]	-3%	0%	-1%	-9%	2%
COc1ccc(Cl)cc1C(=O)NNC(=S)NC1CCCCC1	-7%	2%	-2%[10 µM]	-1%	-5%	.	-3%	-1%
COc1ccc(-n2c(N)c(C(=O)Nc3c(C)n(C)n(-c4ccccc4)c3=O)c3nc4ccccc4nc32)cc1	-2%	?	34%[10 µM]	-3%	0%	.	-2%	3%
Cc1ccc(C(=O)Nc2nnc(SCC(=O)N3CCCc4ccccc43)s2)cc1	-23%	10%	-94%[inhibitor][10 µM]	5%	8%	3%	3%	2%
Cc1cccc(C)c1NC(=S)NC(=O)c1ccccc1F	-9%	-11%	15%[10 µM]	5%	-2%	7%	4%	2%
O=C1CS/C(=C\[N+](=O)[O-])N1c1ccccc1	-25%	?	-10%	-12%	-12%	?	-4%	?
Cc1ccc(NC(=O)CN2C(=O)NC(Cc3ccccc3)C2=O)cc1 (configuration not stated)	5%	-1%	1%	18%	-2%	-7%	7%	-6%
CN(C)C(/C=C/Nc1ccc(F)cc1F)=C(C#N)C#N	-1%	-3%	6%[10 µM]	5%	-3%	-8%	0%	4%

Retrieved by structure from the list above (three):
Compound	Tau fluor counter	Tau fibril ThT	HTT cytoprotect	aGal spleen mod	Tau FP inhib	GAA inhib	GAA spleen mod	GAA glycogen mod
Cc1ccc(C(=O)Nc2nnc(SCC(=O)N3CCCc4ccccc43)s2)cc1	-23%	10%	-94%[inhibitor][10 µM]	5%	8%	3%	3%	2%
O=C(CSc1ccc(-c2ccccn2)nn1)Nc1ccc(F)c(F)c1	-25%	-17%	.	.	-15%	.	.	0%&12%[76.3 µM]
Cc1cccc(C)c1NC(=S)NC(=O)c1ccccc1F	-9%	-11%	15%[10 µM]	5%	-2%	7%	4%	2%

Bioassay records (PubChem BioAssay)
